Screening results as filed in PubChem BioAssay.
NSD2 inh – inhibitors of human histone methyltransferase NSD2 | O96028 | NSD2 peptide methylation, AlphaScreen, 120 min | inhibition, % at 12.5 µM | actives 0.54% (n = 310,000) | AID 743445; in the data active means inhibition above about 50%
Target sequence (O96028 whole entry, looked up): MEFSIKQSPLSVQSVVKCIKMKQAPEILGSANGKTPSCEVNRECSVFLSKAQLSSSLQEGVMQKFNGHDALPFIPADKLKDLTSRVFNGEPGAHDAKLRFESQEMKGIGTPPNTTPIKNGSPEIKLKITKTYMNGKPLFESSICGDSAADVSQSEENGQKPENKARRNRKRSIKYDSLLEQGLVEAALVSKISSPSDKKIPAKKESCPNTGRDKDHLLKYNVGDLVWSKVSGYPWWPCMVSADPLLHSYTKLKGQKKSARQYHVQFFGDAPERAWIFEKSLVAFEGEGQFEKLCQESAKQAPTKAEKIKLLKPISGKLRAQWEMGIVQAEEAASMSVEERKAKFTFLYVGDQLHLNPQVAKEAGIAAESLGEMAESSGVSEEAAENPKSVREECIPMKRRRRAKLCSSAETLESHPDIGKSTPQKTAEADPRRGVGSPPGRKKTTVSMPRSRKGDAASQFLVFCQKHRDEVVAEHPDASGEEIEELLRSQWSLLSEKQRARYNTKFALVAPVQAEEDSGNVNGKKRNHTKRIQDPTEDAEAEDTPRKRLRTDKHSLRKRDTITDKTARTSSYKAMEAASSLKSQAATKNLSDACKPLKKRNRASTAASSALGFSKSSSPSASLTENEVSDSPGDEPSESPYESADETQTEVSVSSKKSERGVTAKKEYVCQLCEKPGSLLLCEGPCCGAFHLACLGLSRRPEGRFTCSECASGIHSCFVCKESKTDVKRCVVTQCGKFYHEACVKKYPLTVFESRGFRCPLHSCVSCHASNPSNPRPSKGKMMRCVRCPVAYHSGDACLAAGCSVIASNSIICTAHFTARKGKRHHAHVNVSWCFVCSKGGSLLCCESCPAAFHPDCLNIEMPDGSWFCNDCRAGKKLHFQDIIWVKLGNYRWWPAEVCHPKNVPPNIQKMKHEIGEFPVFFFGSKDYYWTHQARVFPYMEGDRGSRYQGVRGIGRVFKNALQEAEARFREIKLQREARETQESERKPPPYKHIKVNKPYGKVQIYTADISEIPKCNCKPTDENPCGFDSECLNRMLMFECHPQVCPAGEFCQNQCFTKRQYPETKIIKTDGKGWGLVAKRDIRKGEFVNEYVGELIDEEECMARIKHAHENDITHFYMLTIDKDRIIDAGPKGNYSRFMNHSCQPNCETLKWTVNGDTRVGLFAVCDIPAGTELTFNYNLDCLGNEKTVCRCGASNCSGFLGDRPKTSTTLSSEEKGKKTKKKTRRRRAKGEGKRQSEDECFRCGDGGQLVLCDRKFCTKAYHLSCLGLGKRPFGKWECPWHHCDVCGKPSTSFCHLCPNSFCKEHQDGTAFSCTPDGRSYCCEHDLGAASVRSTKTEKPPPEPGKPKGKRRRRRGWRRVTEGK
Arrestin-AP2 inh – inhibitors of human beta-arrestin and AP2 interaction; FITC-arrestin peptide / GST-AP2 beads, flow cytometry; AP2 beta2 appendage carries R879A mutation; inhibition, % at 10 µM; actives 0.31% (n = 340,000); AID 504490;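 active means inhibition above a set limit, near 3 SD of compounds lacking own fluorescence, cut at about 54% in these data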;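 further: plate controls were DMSO wells for no effect and 5 µM unlabelled arrestin peptide for full effect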
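System: GST-AP2 R879A glutathione beads. Medium: PBS with 0.05% Tween 20 and 0.1% BSA. Also added: FITC-arrestin peptide, 50 nM. Incubation: 12 min plus 1 h, RT. Measured by: high-throughput flow cytometry of beads, ex 488, em 535 nm. Evaluation: percent drop in bead-associated FITC signal.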
PvdQ inh – blocks Pseudomonas aeruginosa PvdQ acylase activity; inhibition, % at 10 µM; purified PvdQ acylase, fluorescence plate reader; actives 0.063% (n = 340,000); in the data active means inhibition above about 30%, passing the limit was not always enough;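 further: 0% = vehicle neutral wells and 100% = reference inhibitor wells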
Numbers without * were called inactive; / = not tested or not shown.

The opening 7 entries, ahead of the listing:
cpd	Arrestin-AP2 inh	PvdQ inh	NSD2 inh	Compound
1	/	-6	/	CCOC(=O)C(NC(=O)CCC(=O)Nc1ccc(S(N)(=O)=O)cc1)C(O)c1ccccc1 (stereo not drawn)
2	11	/	/	Cc1cc(C)n(-c2nc(NCCCN(C)C)c3c4c(sc3n2)CCCC4)n1
3	-7	/	/	CCN(CC)CCn1c(=N)n(CC(=O)c2ccc(Br)s2)c2ccccc21
4	11	/	/	O=C(O)CC1(CC(=O)Nc2ccc(F)c(Cl)c2)CCCCC1
5	48	/	/	O=C(NN1C(=O)/C(=C/C=C/c2ccco2)SC1=S)c1ccncc1
6	15	/	/	CCOc1ccc(-c2noc(-c3cccnc3)n2)cc1OCC
7	-4	/	/	O=C(CSc1nnc(-c2ccco2)o1)c1ccc([N+](=O)[O-])cc1

Results, from the first entry:
cpd	Arrestin-AP2 inh	PvdQ inh	NSD2 inh	Compound
1	/	-6	/	CCOC(=O)C(NC(=O)CCC(=O)Nc1ccc(S(N)(=O)=O)cc1)C(O)c1ccccc1 (stereo not drawn)
2	11	/	/	Cc1cc(C)n(-c2nc(NCCCN(C)C)c3c4c(sc3n2)CCCC4)n1
3	-7	/	/	CCN(CC)CCn1c(=N)n(CC(=O)c2ccc(Br)s2)c2ccccc21
4	11	/	/	O=C(O)CC1(CC(=O)Nc2ccc(F)c(Cl)c2)CCCCC1
5	48	/	/	O=C(NN1C(=O)/C(=C/C=C/c2ccco2)SC1=S)c1ccncc1
6	15	/	/	CCOc1ccc(-c2noc(-c3cccnc3)n2)cc1OCC
7	-4	/	/	O=C(CSc1nnc(-c2ccco2)o1)c1ccc([N+](=O)[O-])cc1
8	-1	/	/	Cn1sc(=O)c2cc(S(=O)(=O)NC3CC3)ccc21
9	0	/	/	Cc1ccc(S(=O)(=O)CCSc2n[nH]c(=O)n2-c2ccccc2)cc1
10	15	/	/	CCOC(=O)c1sc(S(C)=O)c2c1CCc1conc1-2 (stereo not drawn)
11	35	/	/	COc1ccc(C(=O)CN2C(=O)c3ccccc3S2(=O)=O)cc1
12	3	/	/	Cc1nn2c(=O)c3c4c(sc3nc2n1-c1ccccc1)COC(C)(C)C4
13	25	/	/	O=C(CCCCCN1C(=O)c2cccc3cccc(c23)C1=O)NCc1cccnc1
14	2	/	/	COC(=O)Cc1cc(C)cc2c(=O)cc(-c3ccoc3)oc12
15	4	/	/	Cc1[nH][nH]c(=O)c1N=Nc1ccc(S(N)(=O)=O)cc1
16	2	/	/	COc1cccc(NC(=O)c2cc(-c3ccc(OC)cc3OC)nc3ccccc23)c1
17	11	/	/	N=c1c2c(-c3ccccc3)c(-c3ccccc3)n(Cc3ccco3)c2ncn1CCCO
18	/	/	8	CC(=O)Nc1cccc(-c2ccnc3c2CC(C(=O)NCc2ccc(N(C)C)cc2)O3)c1 (stereo not drawn)
19	/	/	1	CC(C)(C)c1ccc(C(=O)N2CCC2(C)C(=O)NCc2ccc3c(c2)OCO3)cc1 (stereo not drawn)
20	/	/	-3	COc1cccc(C(=O)N2CCC2(C)C(=O)NC(C)C)c1 (stereo not drawn)
21	/	/	-1	CC(C)CCNC(=O)CSc1nc2c(c(=O)[nH]1)CCC2
22	/	/	2	CC(C)(C)c1ccc(S(=O)(=O)NC(=O)C2(C)CCN2C(=O)Cc2cc(F)ccc2F)cc1 (stereo not drawn)
23	/	/	0	COc1ccc(Nc2nc3cc(-c4ccsc4)sc3c(=O)n2C)cc1OC
24	/	/	-3	COc1cc(NC(=O)[C@@H](Cc2ccccc2)NC(=O)[C@H]2O[C@@H](n3ccc(=O)[nH]c3=O)[C@H](O)[C@@H]2O)cc(OC)c1OC
25	/	/	0	CCc1nc2ccc(C(=O)N3CCN(C(C)=O)CC3)cn2c1N(CCC(C)C)CCN(C)C

Further results
cpd	Arrestin-AP2 inh	PvdQ inh	NSD2 inh	Compound
26	/	/	-3	CCCCNC(=O)C1CCCN1C(=O)Nc1cc(C)cc(C)c1 (stereo not drawn)
27	/	/	-2	Cn1cc(-c2ccc(C(=O)Nc3cccc(Oc4ccccc4)c3)c3occc23)cn1
28	/	/	-1	CC(O)(c1cccnc1)c1nc(-c2cccc(C(F)(F)F)c2)cs1 (stereo not drawn)
29	/	/	-1	CN1N=C2c3ccccc3CCC2C1c1ccc(C(F)(F)F)cc1 (stereo not drawn)
30	/	/	0	COCCNc1nc2cc(-c3cccc(C(F)(F)F)c3)sc2c(=O)n1C
31	/	/	2	Cc1ccc(S(=O)(=O)N2CCCC2C(=O)N2CCN(c3ccccc3)CC2)cc1 (stereo not drawn)
32	/	/	17	COc1ccc(CSc2nnc(SCC(=O)Nc3ccccc3-c3ccccc3)s2)cc1
33	/	/	-3	CC(=O)NCCNC(=O)C1Cc2c(-c3cccc(NC(C)=O)c3)ccnc2O1 (stereo not drawn)
34	/	/	2	CCc1nc2c(OCc3ccc(F)cc3)cccn2c1N(C)C(=O)CC(C)C
35	/	/	2	CSc1ccc(CN2CCC2(C)C(=O)Nc2ccc3c(c2)OCO3)cc1 (stereo not drawn)
36	/	/	-2	O=C(Nc1cccc(Oc2ccccc2)c1)C1Cc2c(-c3cccc(F)c3)ccnc2O1 (stereo not drawn)
37	/	/	-2	CCCNC(=O)c1cc(C2CCCCN2C(=O)c2cccs2)on1 (stereo not drawn)
38	/	/	0	O=C(CSc1nnc(COc2ccccc2)n1Cc1ccco1)Nc1ccc2c(c1)OCO2
39	/	/	12	Cc1cccc(Cl)c1NC(=O)NCCCN1CCOCC1
40	/	/	-1	CC(=O)OC[C@@H]1CN(Cc2ccccc2)C[C@H](n2cnc3c(N(C)C(C)C)ncnc32)O1
41	/	/	0	Cc1ccc(NC(=O)CN2C(=O)CCSc3ccccc32)cc1C
42	/	/	1	O=C(O)CCC1C(=O)NC(=O)CC1c1ccccc1 (stereo not drawn)
43	/	/	0	CC(=O)c1c(C)[nH]c(C(=O)Nc2ccccc2C)c1C
44	/	/	1	CCCNC(=O)C1(C)CCCN(C(=O)c2ccc3snnc3c2)C1 (stereo not drawn)
45	/	/	0	O=C(CC1Sc2ncnn2C1=O)Nc1ccc(Cl)cc1 (stereo not drawn)
46	/	/	9	CCCN1CCC(C)(C(=O)Nc2cccc(OC(C)C)c2)C1 (stereo not drawn)
47	/	/	9	COc1ccc(CCNC(=O)Nc2nc(C(N)CCc3ccccc3)cs2)cc1OC (stereo not drawn)
48	/	/	-4	CC(=O)Nc1ccc(-c2noc(-c3csc([C@@H]4C[C@H](O)[C@@H](CO)O4)n3)n2)cc1
49	/	/	-8	Cc1cccc(NC(=O)C2CCCN(c3nnc(-n4cccc4)s3)C2)c1C (stereo not drawn)
50	/	/	0	CC(=O)c1ccc(OC2(C)CCN(Cc3csc4ccccc34)C2)cc1 (stereo not drawn)

Continuation:
cpd	Arrestin-AP2 inh	PvdQ inh	NSD2 inh	Compound
51	/	/	-1	OC[C@@H]1CN(Cc2cccs2)C[C@H](n2cnc3c(NC4CCC4)ncnc32)O1
52	/	/	-3	CC(C)c1ccccc1NC(=O)[C@@H]1CCCN1S(=O)(=O)c1cccc2cccnc12
53	/	/	-2	Nn1c(SCC(=O)Nc2cccc3ccccc23)nnc1-c1n[nH]c2c1CCC2
54	/	/	-4	CC1(C)CC(=O)N(CC(=O)N2CCN(Cc3ccccc3)CC2)c2ccccc2S1(=O)=O
55	/	/	-5	OCCN1CCN(c2ncnc3c2ncn3[C@H]2CN(Cc3cccc(C(F)(F)F)c3)C[C@@H](CO)O2)CC1
56	/	/	2	Cc1ncccc1C(=O)N1CCCC(c2cc(C(=O)Nc3ccc(C(C)(C)C)cc3)no2)C1 (stereo not drawn)
57	/	/	-6	Cn1c(NCc2cccnc2)nc2cc(-c3cccc(C(=O)NCCO)c3)sc2c1=O
58	/	/	-2	O=C(Cn1nnc(-c2ccncc2)n1)Nc1ccc(Oc2ccccc2)cc1
59	/	/	1	COc1ccc(C2=NOC(C(=O)NCc3cccs3)C2)cc1OC (stereo not drawn)
60	/	/	0	Cc1ccc(C2CC(C(F)(F)F)n3nc(C(=O)NCC4CCCO4)cc3N2)cc1 (stereo not drawn)
61	/	/	-2	CCCC(=O)N1CCOCC1c1cc(C(=O)Nc2ccccc2)no1 (stereo not drawn)
62	/	/	1	Cn1c(=O)cc(OCC(=O)N2CCN(c3ccccc3Cl)CC2)c2ccccc21
63	/	/	6	Cc1ccccc1-c1cnc(C(O)c2ccc(F)cc2C)[nH]1 (stereo not drawn)
64	/	/	-5	NC(=O)c1cccc(-c2ccnc3c2CC(C(=O)NCc2ccccc2)O3)c1 (stereo not drawn)
65	/	/	2	CC1(C(=O)NCC2CCOCC2)Cc2c(-c3cccc(C(F)(F)F)c3)ccnc2O1 (stereo not drawn)
66	/	/	-1	Cc1nc(SCc2ccccc2F)c2cnn(-c3ccccc3)c2n1
67	/	/	0	O=C(Nc1nc(OCCN2CCCC2=O)cnc1/C=C\c1ccccc1)c1cc2ccccc2s1
68	/	/	16	CC1(C(=O)Nc2cccc3cccnc23)CCN1C(=O)Cc1ccc(Cl)cc1Cl (stereo not drawn)
69	/	/	0	COc1ccc(S(=O)(=O)N(CC(=O)NCc2cccnc2)c2ccc(F)cc2)cc1OC
70	/	/	1	Cc1ccccc1CS(=O)(=O)Cc1ccc(C(=O)Nc2ccc(Cl)cc2)o1
71	/	/	-2	COc1cc(CCN=Cc2cc(Cl)cc(Cl)c2O)c([N+](=O)[O-])cc1OC
72	/	/	1	Cn1cccc1C(=O)N1CCN(S(=O)(=O)c2cccc3ccccc23)CC1
73	/	/	0	COCOc1cccc(CN2CCC2(C)C(=O)Nc2cc(OC)ccc2OC)c1 (stereo not drawn)
74	/	/	-4	O=C(NC1CCCC1)C1C(c2ccc(C(F)(F)F)cc2)=Nc2ccccc2N1C(=O)c1ccco1 (stereo not drawn)
75	/	/	1	COc1ccc(CSc2nnc(SCC(=O)Nc3ccccc3C(F)(F)F)s2)cc1

Next results
cpd	Arrestin-AP2 inh	PvdQ inh	NSD2 inh	Compound
76	/	/	4	COc1ccc(N2CCN(CCCNC(=O)CCc3cccc(Cl)c3)CC2)cc1
77	/	/	12	Cc1cc(C(=O)COc2ccc(C#N)cc2)c(C)n1CC1CCCO1 (stereo not drawn)
78	/	/	-1	O=C(Nc1cccc(Cl)c1)O[C@@H]1CC[C@@]23CCCN2C(=O)CCC[C@H]3C1
79	/	/	-2	COCCNC(=O)C1(C)CCN(C(=O)c2cccnc2Oc2ccccc2)C1 (stereo not drawn)
80	/	/	-1	c1ccc(COc2ccc(-c3cc4nc(NCCOc5ccccc5)ccn4n3)cc2)cc1
81	/	/	-1	COC(=O)C1=C(C)N(Cc2ccc(C(F)(F)F)cc2)C(=NCc2ccccc2C(F)(F)F)NC1c1ccc(F)cc1 (stereo not drawn)
82	/	/	0	CS(=O)(=O)c1ccc(Nc2nc(C(N)CCc3ccccc3)cs2)cc1 (stereo not drawn)
83	/	/	0	Cc1ccccc1NC(=O)c1cccc2c1-c1ccccc1C2=O
84	/	/	-1	O=C(N=c1ccn(-c2nc3ccccc3nc2NS(=O)(=O)c2ccc(Cl)cc2)cc1)c1ccccc1Cl
85	/	/	-2	COc1ccc2c(C)cc(=O)oc2c1OCC(O)CN1CCOCC1 (stereo not drawn)
86	/	/	0	COC(=O)[C@]12C[C@H](CC(=O)NCc3ccc(C)o3)C(=O)N(CCC3=CCCCC3)C1=C[C@H](COCc1ccccc1)O[C@@H]2C

Reprinted at random: 2 entries already listed, in no set order.
cpd	Arrestin-AP2 inh	PvdQ inh	NSD2 inh	Compound
84	/	/	-1	O=C(N=c1ccn(-c2nc3ccccc3nc2NS(=O)(=O)c2ccc(Cl)cc2)cc1)c1ccccc1Cl
14	2	/	/	COC(=O)Cc1cc(C)cc2c(=O)cc(-c3ccoc3)oc12

Full records from above. Screens in order: Arrestin-AP2 inh, PvdQ inh, NSD2 inh
COc1ccc(N2CCN(CCCNC(=O)CCc3cccc(Cl)c3)CC2)cc1 across the screens: /, /, 4
COc1ccc2c(C)cc(=O)oc2c1OCC(O)CN1CCOCC1 (stereo not drawn) across the screens: /, /, -2

These rows are one share of the data. The share of hits here may be higher or lower than overall.
